Screens from PubChem BioAssay.
MBD2 inh: inhibitors of MBD2 binding to methylated DNA, primary screen, biochemical, TR-FRET, DNA-binding domain, human | actives 0.31% (n = 370,000) | Methyl-CpG-binding domain protein 2 (Homo sapiens), Q9UBB5 | MBD2 binding to methylated oligonucleotide | inhibition, % at 4.4 µM; in the data active = inhibition above about 13%
Tn6 DDE FP: inhibitors of Tn6 peptide binding to fibrin DD(E), primary screen, biochemical, fluorescence polarization, human fibrin, Tn6 probe | Fibrin DD(E) TRITC-Tn6 fluorescence polarization displacement | inhibition, % at 8.3 µM | actives 0.21% (n = 370,000) | AID 720509, 2013;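 active = inhibition above a per-campaign cutoff: mean of compounds within control limits plus 3 SD, cut at about 15% in these data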;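 note: 0% = median of all compound wells on the plate and 100% = blocking peptide control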
LEDGF integ inh: blockers of LEDGF/p75-dependent integrase strand transfer – biochemical, TR-FRET, high throughput, primary screen; HIV-1 integrase (with human LEDGF/p75); TR-FRET IN-LEDGF/p75 DNA integration, Eu/Cy5; inhibition, % at 3.7 µM; actives 0.64% (n = 370,000); AID 743269, 2014;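 active = inhibition above the screen-wide mean plus 3 SD, cut at about 13% in these data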;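 note: signal is the Cy5 over europium emission ratio at 671 and 618 nm; 0% = plate median of compound wells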
PRMT1 inh: PRMT1 methyltransferase inhibitors, primary screen, biochemical, fluorescence polarization; AID 652257, 2013; actives 1.3% (n = 370,000); inhibition, % at 2.79 µM; recombinant PRMT1, activity-based probe fluorescence polarization;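 active = inhibition above about 21% made by adding two undisclosed values, limit read from the data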
Target sequence (Q99873 whole entry, looked up): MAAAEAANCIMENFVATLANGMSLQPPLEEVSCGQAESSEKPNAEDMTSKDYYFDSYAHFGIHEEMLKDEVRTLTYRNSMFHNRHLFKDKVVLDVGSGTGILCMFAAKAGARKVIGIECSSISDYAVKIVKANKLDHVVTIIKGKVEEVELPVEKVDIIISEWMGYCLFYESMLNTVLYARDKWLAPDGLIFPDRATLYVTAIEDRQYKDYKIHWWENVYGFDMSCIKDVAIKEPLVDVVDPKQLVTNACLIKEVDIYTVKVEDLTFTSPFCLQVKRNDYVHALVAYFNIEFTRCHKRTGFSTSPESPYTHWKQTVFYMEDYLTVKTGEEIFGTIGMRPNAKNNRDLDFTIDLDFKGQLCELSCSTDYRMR
TDP2 absorb: human TDP2 enzyme inhibitors, primary screen, biochemical, epi absorbance, recombinant enzyme. actives 0.34% (n = 370,000). T5PNP hydrolysis, p-nitrophenol absorbance 415 nm. Tyrosyl-DNA phosphodiesterase 2 (Homo sapiens), O95551. inhibition, % at 12.8 µM;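 active = inhibition above the mean of all tested compounds plus 3 SD, set per campaign, cut at about 25% in these data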;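 note: 0% = DMSO with enzyme and 100% = buffer with substrate but no TDP2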
Target sequence (O95551 whole entry, looked up): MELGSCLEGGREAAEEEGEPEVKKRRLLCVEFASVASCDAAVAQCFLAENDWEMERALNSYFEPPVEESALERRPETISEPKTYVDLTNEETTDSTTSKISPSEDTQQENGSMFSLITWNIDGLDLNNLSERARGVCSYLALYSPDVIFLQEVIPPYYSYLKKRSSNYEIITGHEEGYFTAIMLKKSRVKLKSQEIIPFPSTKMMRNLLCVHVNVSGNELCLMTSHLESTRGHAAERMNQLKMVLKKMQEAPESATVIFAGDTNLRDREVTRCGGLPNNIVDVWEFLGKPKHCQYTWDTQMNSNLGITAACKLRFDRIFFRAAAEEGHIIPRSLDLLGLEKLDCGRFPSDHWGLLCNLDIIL
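Assay system: Recombinant human TDP2 | Quantity: 120 nM TDP2 per well | Incubation: 2 h at 37 °C | Signal: Epi absorbance | Evaluation: Percent inhibition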
DDE Tn7 FP inh: inhibitors of Tn7 peptide binding to fibrin DD(E), primary screen, biochemical, fluorescence polarization, human fibrin, Tn7 probe | FP displacement of FITC-Tn7 peptide from fibrin DD(E); 0% = median of compound wells per plate | inhibition, % at 8.3 µM | actives 0.13% (n = 370,000) | AID 720508, 2013;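 active = inhibition above the mean of compounds falling within the control limits plus 3 SD of them, cut at about 14% in these data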;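 note: 0% = plate median of compound wells and 100% = 10 µM Aha-Tn7 peptide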
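assay system = human clot-derived fibrin DD(E) complex | quantity = Fibrin-DD(E) at 2 µM final | timing = 10 min preincubation, 3 h with tracer, room temperature | signal = fluorescence polarization | measure = percent inhibition | benchmarks = high control wells with 10 µM unlabelled Aha-Tn7 peptide (full inhibition) | replicates = singlicate testing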
proKLK7 act: proKLK7 zymogen activators, primary screen, biochemical, fluorescence intensity | purified proKLK7, EDANS-DABCYL substrate fluorescence; 100% is mature enzyme control, 0% vehicle | actives 0.9% (n = 370,000) | Kallikrein-7 (Homo sapiens), P49862 | activation, % at 7 µM;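 active = activation above the mean of all tested compounds plus 3 SD, computed per campaign excluding outliers beyond control limits, cut at about 13% in these data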
Target sequence (P49862 whole entry, looked up): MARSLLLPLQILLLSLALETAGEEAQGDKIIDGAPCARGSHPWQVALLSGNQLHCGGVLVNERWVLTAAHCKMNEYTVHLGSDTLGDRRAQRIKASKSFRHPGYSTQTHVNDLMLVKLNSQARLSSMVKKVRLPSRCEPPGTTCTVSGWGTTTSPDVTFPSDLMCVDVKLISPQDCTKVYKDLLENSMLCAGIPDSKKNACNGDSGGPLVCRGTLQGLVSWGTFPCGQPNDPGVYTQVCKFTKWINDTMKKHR
TCR CD3 inh: inhibitors of human TCR-CD3 interaction, primary screen, biochemical, fluorescence, TAMRA-labeled TCR probe. T-cell receptor (TCR). inhibition, % at 9.4 µM. actives 0.37% (n = 360,000). AID 651800, 2012; in the data active = inhibition above about 19%;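 note: recombinant mutant TCR 2C K166C tagged with TAMRA read by polarization; 0% = receptor in buffer alone and 100% = receptor with positive control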
SIAE inh: human SIAE inhibitors, primary screen, biochemical, fluorescence polarization, FP-Rh probe, 1536-well HTS | Sialate O-acetylesterase (Homo sapiens), Q9HAT2 | SIAE FP-Rh probe binding | actives 0.69% (n = 370,000) | inhibition, % at 9.66 µM;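 active = inhibition above a cutoff: mean of compounds within the control limits plus 3 SD of those, cut at about 17% in these data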;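 note: 0% = plate median of compound wells and 100% = probe without SIAE protein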
UHRF1 MBD2 ctr: UHRF1 methylated DNA binding inhibitors, primary screen, counter-screen for MBD2 inhibitor project, biochemical, TR-FRET, human UHRF1, single concentration; AID 687016, 2013; E3 ubiquitin-protein ligase UHRF1 (Homo sapiens), Q96T88; inhibition, % at 4.4 µM; actives 0.75% (n = 370,000); UHRF1 binding to methylated oligo; in the data active = inhibition above about 21%;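 note: UHRF1 SRA domain binding a hemimethylated CpG hairpin DNA probe; 0% = median of test compound wells and 100% = reference inhibitor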
Active calls of the source: *.

SMILES | MBD2 inh | Tn6 DDE FP | LEDGF integ inh | PRMT1 inh | TDP2 absorb | DDE Tn7 FP inh | proKLK7 act | TCR CD3 inh | SIAE inh | UHRF1 MBD2 ctr
CCOC(=O)C1=C(COC(=O)c2ccccc2OC)NC(=O)NC1C (stereo not drawn) | -2.4 | -2.8 | 1.4 | -4.2 | 4.3 | -1.0 | -0.1 | 2.5 | -1.2 | -0.8
Cc1ccc(NC(=O)c2sc(C)nc2C)c(C)c1 | 4.3 | -0.3 | -1.8 | -1.4 | 8.5 | 0.8 | 0.3 | 11.3 | -0.8 | -0.5
CCOC(=O)c1ccc(NC(=O)c2nc[nH]c2C(=O)N[C@@H](CCCCNC(=O)OC(C)(C)C)C(=O)OC(C)(C)C)cc1 | 6.8 | -4.2 | 4.8 | 1.1 | -8.1 | 2.9 | -4.9 | -3.0 | -90.8 | 1.5
Cc1cccc(/C=N/NC(=O)c2ccc(NC(=O)c3ccccc3C)cc2)n1 | -2.9 | 10.4 | 0.0 | -1.9 | -2.9 | 5.5 | 0.1 | 1.5 | -4.4 | 0.6
CC(C(=O)NCCN1C(=O)S/C(=C\c2cccs2)C1=O)N1C(=O)c2ccccc2C1=O (stereo not drawn) | 4.4 | 0.0 | -31.7 | 1.4 | 2.8 | -0.4 | 0.5 | -2.5 | 0.4 | 0.8
COCC(=O)N(Cc1nc2sc(C)c(C)c2c(=O)[nH]1)C1CCCCC1 | 2.3 | -0.8 | 5.6 | -5.5 | -5.3 | -1.4 | -0.5 | -0.9 | 6.1 | 1.2
Cc1cc(=O)oc(C)c1C(=O)NCc1c(F)cc(F)cc1F | 0.3 | 8.9 | 1.2 | 1.1 | -2.8 | 1.6 | 0.0 | 3.1 | 9.9 | 2.7
CC(C)N=C1NN=C(c2ccc(F)cc2)CS1 | -7.3 | 8.7 | 4.5 | 3.8 | 2.8 | -7.4 | 0.0 | 5.5 | -0.2 | -6.6
CCn1cc(/C=C/C(=O)Nc2ccc(C)cc2Br)cn1 | -2.8 | 6.4 | 1.8 | -2.0 | 3.6 | -3.5 | 0.1 | 1.1 | -3.1 | -2.6
NC(=O)c1ccsc1NC(=O)COC(=O)C1CCCN1C(=O)c1cccs1 (stereo not drawn) | 2.8 | -3.5 | 1.8 | 2.9 | 3.2 | 1.6 | -0.2 | 4.4 | 1.9 | 0.6
CC(NC(=O)c1cc2ccccc2o1)c1ccccc1 (stereo not drawn) | -1.9 | -5.3 | 2.5 | -2.0 | 2.4 | -2.6 | 0.2 | 4.8 | 13.3 | -3.1
CN(C)C(=O)C[C@H]1C[C@@H]2c3cc(NC(=O)NC4CCCC4)ccc3O[C@@H]2[C@@H](CO)O1 | 7.1 | 2.3 | 3.8 | 1.0 | -4.5 | -2.4 | 0.0 | 1.6 | 7.8 | 15.9
CCc1ccc(C(=O)/C=C2\Sc3ccccc3NC2=O)cc1 | -0.3 | -5.2 | -4.2 | 14.2 | -2.1 | -1.8 | -0.2 | 10.4 | 5.6 | -2.4
CCOc1ccc(C(C)=O)cc1CSc1nnc(-c2ccncc2)n1CCOC | 5.3 | -8.8 | 1.8 | 2.5 | 2.7 | -4.0 | 0.0 | -10.6 | -1.6 | 3.5
Cc1ccc(C(C)C)c(OCC(=O)NNC(=O)Cn2[nH]c(=O)c3ccccc3c2=O)c1 | 1.4 | 1.0 | -1.4 | 3.0 | -5.6 | -11.0 | 0.4 | -2.1 | 1.6 | -1.8
CCCCNC(=O)Cn1c(=O)oc2cc(S(=O)(=O)N3CC(C)CC(C)C3)ccc21 (stereo not drawn) | -0.4 | 6.3 | 2.0 | 4.0 | 2.1 | 9.0 | 0.2 | -1.6 | -3.3 | 2.4
CC(C)S(=O)(=O)c1cnc(-c2cccnc2)nc1N | 3.3 | 0.6 | -7.3 | 0.8 | -5.5 | -3.4 | -0.4 | -3.6 | -1.7 | 1.6
CC(C)c1ccc(CC(=O)N2CCC2(C)C(=O)NS(=O)(=O)c2ccc(C(C)(C)C)cc2)cc1 (stereo not drawn) | 1.4 | -7.2 | 1.8 | -0.3 | 3.6 | -9.5 | 0.7 | -7.1 | -3.9 | -2.3
c1ccc2c(c1)OC(CCCN1CCCCC1)c1ccccc1S2 (stereo not drawn) | -1.9 | -2.0 | 4.8 | -0.2 | -11.7 | -1.3 | 0.1 | 0.2 | -0.8 | 4.0
CCc1ccc(CNC(=O)CCS(=O)(=O)Cc2ccccc2F)cc1 | -4.5 | -1.6 | 3.4 | -1.1 | 4.0 | 4.7 | -0.1 | 0.4 | 19.9* | 3.0
Cc1c(Cl)c([N+](=O)[O-])nn1CC(=O)NCc1cccnc1 | 0.9 | 3.0 | -4.4 | 1.8 | -0.8 | 0.2 | -0.4 | -6.9 | -1.9 | -0.5
COc1ccc(-c2nc(CSCC(=O)N3CCC(C(N)=O)CC3)c(C)o2)cc1OC | 2.4 | 0.1 | 3.0 | 1.4 | 1.1 | 4.2 | -0.3 | 4.6 | 0.2 | -0.8
Cc1ccc2nc(-c3ccc(F)cc3)c(Cc3cccc(F)c3)n2c1 | -1.8 | -0.6 | 2.7 | -2.9 | -10.3 | -9.7 | -0.2 | 5.1 | -0.1 | 13.9
CC(C)Cc1nnc(NS(=O)(=O)c2ccc(Cl)cc2)s1 | 2.3 | 1.6 | -1.0 | -1.7 | -0.5 | 0.3 | 0.8 | -1.7 | 26.6* | 0.7
CCc1n(CC(O)COCC2CC=CCC2)c2ccccc2[n+]1C (stereo not drawn) | -0.7 | -10.2 | -1.9 | -1.6 | 9.4 | 1.5 | -0.5 | -4.1 | 1.1 | 1.9

Reprinted from the part before: 4 entries, followed by the next part.
SMILES | MBD2 inh | Tn6 DDE FP | LEDGF integ inh | PRMT1 inh | TDP2 absorb | DDE Tn7 FP inh | proKLK7 act | TCR CD3 inh | SIAE inh | UHRF1 MBD2 ctr
COc1ccc(-c2nc(CSCC(=O)N3CCC(C(N)=O)CC3)c(C)o2)cc1OC | 2.4 | 0.1 | 3.0 | 1.4 | 1.1 | 4.2 | -0.3 | 4.6 | 0.2 | -0.8
Cc1ccc2nc(-c3ccc(F)cc3)c(Cc3cccc(F)c3)n2c1 | -1.8 | -0.6 | 2.7 | -2.9 | -10.3 | -9.7 | -0.2 | 5.1 | -0.1 | 13.9
CC(C)Cc1nnc(NS(=O)(=O)c2ccc(Cl)cc2)s1 | 2.3 | 1.6 | -1.0 | -1.7 | -0.5 | 0.3 | 0.8 | -1.7 | 26.6* | 0.7
CCc1n(CC(O)COCC2CC=CCC2)c2ccccc2[n+]1C (stereo not drawn) | -0.7 | -10.2 | -1.9 | -1.6 | 9.4 | 1.5 | -0.5 | -4.1 | 1.1 | 1.9
CC(C)c1ccccc1NC(=O)C1CC(=O)N(C2CCCC2)C1 (stereo not drawn) | 2.0 | -0.6 | 2.6 | -2.6 | 1.3 | -6.2 | 0.0 | -5.8 | -2.7 | 2.7
O=C(Cn1c(O)c(/C=C2\C=Nc3ccc(Br)cc32)sc1=O)N1CCCC1 | -3.3 | -2.5 | 0.7 | 2.1 | 8.3 | -8.8 | -1.1 | -0.7 | -1.8 | -1.1
O=C(c1cnc2ccc3ccccc3c2c1)c1cc(F)ccc1O | 4.8 | -0.6 | -2.3 | 6.2 | -11.4 | 3.8 | 0.4 | -1.9 | -6.8 | 0.6
Cc1c(NC(=O)Cn2nc(C(=O)O)c3ccccc3c2=O)c(=O)n(-c2ccccc2)n1C | -5.6 | 2.5 | -3.0 | -3.6 | -4.5 | -2.9 | 0.8 | 3.2 | -11.4 | 2.9
Nc1nc(CN2CCCCCC2)nc(Nc2ccc(F)cc2)n1 | -3.7 | 2.2 | -0.5 | -0.1 | -14.2 | -1.1 | 0.3 | 0.2 | -0.1 | -3.0
Cn1cc(S(=O)(=O)c2ccccc2)c(=O)c2cc(F)c(N3CCOCC3)cc21 | 4.3 | -2.1 | 1.5 | -0.9 | 2.0 | -0.4 | 1.7 | 0.6 | 0.3 | 2.3
Clc1ccc(-c2nnc(CCc3ccccc3)o2)c(Cl)c1 | 4.5 | 1.8 | -0.5 | 0.4 | 8.2 | -2.3 | -0.3 | -1.8 | -8.7 | -2.6
CCn1c(C)nc2cc(C(=O)OC(C(F)(F)C(F)F)C(F)(F)C(F)F)ccc21 | 0.7 | -0.4 | 1.0 | 1.6 | -5.2 | -2.8 | 0.1 | 1.5 | -0.8 | 3.6
Cc1ccc(-n2nc(CN3CCOCC3)c(-c3ccccc3)c2N)c(C)c1 | -0.8 | -0.3 | -1.1 | -0.3 | 0.4 | 3.7 | 0.1 | 0.0 | -0.1 | 1.8
CCn1c(CNc2ccc(F)cc2)nnc1SCC(=O)N1CCCc2ccccc21 | 0.7 | 4.0 | -1.1 | -1.2 | -10.0 | -4.1 | 0.2 | -2.9 | -0.4 | 2.8
O=C(NCC1CCCCC1)C12CN(Cc3ccccc3)CC1C(c1cccc([N+](=O)[O-])c1)=NO2 (stereo not drawn) | 1.5 | 6.4 | -1.1 | -3.5 | 2.5 | 5.2 | 0.6 | 0.1 | 3.6 | 0.0
C/C(=C/c1ccccc1)C(=O)N1CCN(c2ccc(F)cc2)CC1 | 2.2 | 0.3 | 1.3 | 0.9 | 0.2 | -2.6 | -0.1 | 0.6 | -5.3 | 1.2
CCOC(=O)c1ccccc1NC(=O)CSc1nc2ccccc2c(=O)n1CCCN1CCOCC1 | -3.0 | 5.4 | -2.4 | 0.0 | -0.7 | -5.6 | -0.1 | 13.0 | 2.0 | -0.6
CCc1c(C(=O)Nc2ccc(OC)cc2)[nH]c(C)c1C(C)=O | -1.1 | -6.9 | -1.3 | -2.2 | 6.8 | 0.1 | 0.0 | 0.0 | -9.6 | -1.2
Cc1nc2c(=O)n(C)c(=O)n(C)c2nc1Cl | -4.5 | 3.2 | -0.7 | 5.6 | 9.6 | 2.3 | 1.1 | -8.6 | 1.9 | -0.5
O=C(N/N=C/c1ccncc1)c1cnccn1 | -2.0 | -0.1 | 2.4 | 7.2 | -6.4 | -5.9 | -0.5 | -7.2 | -3.5 | 3.3
CCOC(=O)C1(CCCc2ccccc2)CCN(C(=O)c2cc(C)nc(C)n2)CC1 | -3.8 | 1.1 | 0.8 | -2.4 | -17.0 | -1.5 | 0.5 | 1.6 | -1.2 | -2.7
